VIM-2 inh – VIM-2 metallo-beta-lactamase inhibitors, primary screen, biochemical, epi-absorbance readout, Pseudomonas aeruginosa enzyme. purified VIM-2, nitrocefin hydrolysis, epi-absorbance fluorescence. inhibition, % at 5.6 µM. hit rate 0.89% among 290,000. AID 1527, 2009;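 active = inhibition above the mean of all tested compounds plus 3 SD, cutoff set per screening run, cut at about 7.5% in these data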;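 also: red hydrolysis product quenches plate fluorescence so inhibitors raise well fluorescence; 0% = enzyme with DMSO and 100% = DMSO without enzyme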
NS3 helicase inh – inhibitors of HCV NS3 helicase, primary screen, biochemical, Cy5 molecular beacon fluorescence. inhibition, % at 10.9 µM. Hepatitis C virus NS3 helicase. hit rate 0.56% among 290,000. NS3 helicase DNA unwinding;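 active = inhibition above the mean of all tested compounds plus 3 SD, set per campaign, cut at about 35% in these data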;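 also: 0% = DMSO wells and 100% = thioflavine S control wells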
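Control set: DMSO versus 110 µM thioflavine S; Material: NS3 helicase fragment of HCV; Measured by: Cy5 fluorescence at 0 and 60 min, beacon hairpin quenching; Read-out basis: percent inhibition from t60/t0 fluorescence ratio; Times: reaction time 60 min, 25 °C; Repeats: single replicate; Compound dosing: single dose, 10.9 µM nominal final, DMSO 0.8% final.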
IMP-1 inhibitor – IMP-1 metallo-beta-lactamase inhibitors, primary screen, biochemical, epi-absorbance readout, Pseudomonas aeruginosa enzyme | purified IMP-1, nitrocefin hydrolysis, epi-absorbance fluorescence | inhibition, % at 5.6 µM | hit rate 0.45% among 290,000 | AID 1556, 2009;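 active = inhibition above the mean plus 3 SD of all compounds in the same screening run, cut at about 4.5% in these data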;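 also: 0% = IMP-1 with DMSO and 100% = DMSO wells lacking enzyme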
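Test system: recombinant IMP-1 enzyme, purified / Medium: HEPES buffer pH 7.1 with ZnSO4 and Brij 35 / Doses: single dose, 5.6 µM / Times: 25 °C, 15 min preincubation, 25 min reaction / Detection: Epi-absorbance via hydrolysed-nitrocefin quenching of white-plate fluorescence, 480/530 nm, EDTA stop / Evaluation: percent inhibition from optical density relative to buffer-blank wells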
GPR7 antag – GPR7 receptor antagonists, primary screen, cell-based, fluorescence, single concentration; AID 1861, 2009; inhibition, % at 4.4 µM; hit rate 1.1% among 290,000; Neuropeptides B/W receptor type 1 (Homo sapiens), P48145; GPR7-expressing cells, fluorescence antagonist assay; in the data active = inhibition above about 16%, passing the limit was not always enough;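 also: cells stimulated with the agonist NPW; 0% = agonist with vehicle and 100% = vehicle without agonist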
Target sequence (P48145 whole entry, looked up): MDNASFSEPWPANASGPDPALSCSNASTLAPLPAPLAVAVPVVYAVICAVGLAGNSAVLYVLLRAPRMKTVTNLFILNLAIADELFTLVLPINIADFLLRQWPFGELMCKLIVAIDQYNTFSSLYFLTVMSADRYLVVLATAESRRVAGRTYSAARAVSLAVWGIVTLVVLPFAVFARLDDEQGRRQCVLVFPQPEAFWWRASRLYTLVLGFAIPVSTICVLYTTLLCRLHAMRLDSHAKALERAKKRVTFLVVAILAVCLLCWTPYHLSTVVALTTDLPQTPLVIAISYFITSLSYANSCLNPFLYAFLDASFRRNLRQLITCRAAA
OXTR ag – human OXTR agonists, primary screen, fluorescence, CHO-OTR cells, Fluo-8 calcium. Oxytocin receptor (Homo sapiens), P30559. Fluo-8 calcium fluorescence; normalized: DMSO 0%, oxytocin 100%. activation, % at 3 µM. hit rate 0.32% among 320,000. AID 2435, 2010;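 active = activation above the mean of all tested compounds plus 3 SD, cutoff set per screening run, cut at about 20% in these data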;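 also: peak over basal fluorescence ratio from a 100 s FLIPR kinetic read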
FID counter – compounds displacing fluorescent DNA intercalator, primary screen, artefact control for HCV NS3 helicase inhibitor project, biochemical, FID fluorescence; DNA fluorescent intercalator displacement; hit rate 0.17% among 290,000; AID 1845, 2009; inhibition, % at 7.9 µM; in the data active = inhibition above about 37%;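 also: 0% = vehicle and 100% = reference compound; higher means more ethidium bromide displaced from hairpin DNA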
PHOSPHO1 inh – PubChem AID 1565 | Phosphoethanolamine/phosphocholine phosphatase (Homo sapiens), Q8TCT1 | hit rate 1.1% among 290,000 | recombinant PHOSPHO1, absorbance phosphatase assay | inhibition, % at 13.3 µM; in the data active = inhibition above about 60%
V1R ag counter – agonists of human V1a receptor, primary screen, counter-screen for OXTR agonist project, fluorescence, CHO-V1R cells | activation, % at 3 µM | hit rate 0.25% among 320,000 | Vasopressin V1a receptor (Homo sapiens), P37288 | Fluo-8 calcium fluorescence, agonist mode; 0% DMSO, 100% 3 nM vasopressin;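 active = activation above the mean activation of all tested compounds plus 3 SD, per screening run, cut at about 20% in these data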;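 also: signal is peak over basal fluorescence ratio across a 100 second FLIPR read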
Target sequence (P37288 whole entry, looked up): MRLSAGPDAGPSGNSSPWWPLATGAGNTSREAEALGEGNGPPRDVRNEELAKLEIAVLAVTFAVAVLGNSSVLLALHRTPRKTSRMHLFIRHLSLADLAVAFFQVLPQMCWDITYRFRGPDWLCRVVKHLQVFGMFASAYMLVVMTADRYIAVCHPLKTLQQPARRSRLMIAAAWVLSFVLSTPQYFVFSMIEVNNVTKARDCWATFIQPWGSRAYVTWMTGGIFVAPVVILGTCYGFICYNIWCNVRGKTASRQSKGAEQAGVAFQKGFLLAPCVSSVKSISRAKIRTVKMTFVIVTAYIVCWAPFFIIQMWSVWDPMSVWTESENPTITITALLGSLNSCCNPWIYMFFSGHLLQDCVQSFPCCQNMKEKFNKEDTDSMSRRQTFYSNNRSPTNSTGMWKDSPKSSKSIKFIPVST
GalR3 antagonist – GalR3 antagonists in HEK293 cells, primary screen, cell-based, fluorescence readout; Galanin receptor type 3 (Homo sapiens), O60755; HEK293 GalR3-CNG cAMP membrane potential fluorescence; galR3 body fused to GalR1 C-terminus; inhibition, % at 3 µM; hit rate 0.44% among 360,000;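 active = inhibition above the screen-wide average plus 3 SD, cut at about 13% in these data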;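 also: forskolin and galanin both at EC90 stimulate the cells; cAMP rise reported by CNG channel membrane potential dye signal; 0% = forskolin plus galanin with DMSO and 100% = forskolin alone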
Target sequence (O60755 1-299 limits assumed): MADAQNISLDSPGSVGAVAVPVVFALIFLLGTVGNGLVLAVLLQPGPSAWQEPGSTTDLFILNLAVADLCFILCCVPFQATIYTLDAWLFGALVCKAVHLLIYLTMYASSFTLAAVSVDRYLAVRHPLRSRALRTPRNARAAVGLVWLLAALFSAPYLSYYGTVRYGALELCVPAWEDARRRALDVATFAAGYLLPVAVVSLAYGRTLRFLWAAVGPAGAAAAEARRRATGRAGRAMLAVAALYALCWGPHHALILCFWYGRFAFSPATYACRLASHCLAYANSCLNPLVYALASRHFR
The depositor's hits bear a star; · = no result given.

SMILES	VIM-2 inh	NS3 helicase inh	IMP-1 inhibitor	GPR7 antag	OXTR ag	FID counter	PHOSPHO1 inh	V1R ag counter	GalR3 antagonist
O=C(Nc1nc2ccccc2[nH]1)c1ccc(Cl)c(S(=O)(=O)N2CCCC2)c1	-2.5	-8	0.4	-16	4.0	-17	-6	4.7	·
O=C(CN1C(=O)/C(=C\c2ccccc2Br)Oc2ccccc21)NCCCN1CCOCC1	0.3	-22	-2.5	-5	3.6	17	38	4.4	1
Cc1ccc2cccc(SCC(=O)NCc3ccco3)c2n1	-0.1	6	-1.6	-9	0.4	-4	39	-0.1	-5
Cc1cc(C)n(CCCNC(=O)c2ccc(S(=O)(=O)NCc3ccco3)cc2)n1	-2.5	4	-5.9	-9	0.4	-21	3	0.6	-2
O=C(Nc1sc2c(c1CN1CCOCC1)CCC2)c1ccc(F)cc1	-0.6	15	-4.8	-8	-1.9	-7	17	-1.3	-1
O=C(N/N=C/c1cn(-c2ccccc2)nc1-c1cc2ccccc2o1)c1cccnc1	-1.1	0	-3.7	-1	-0.4	0	-1	-1.4	-6
C=CCN1C(=O)c2ccc(C(=O)NCC(c3ccccc3)N(C)C)cc2C1=O (stereo unspecified)	1.0	2	0.9	-2	-1.1	8	-9	-0.6	5
CC1=NNC(=O)C1CC(=O)N/N=C/c1sccc1C (stereo unspecified)	-1.6	-11	-1.0	14	1.0	-2	4	6.7	-6
Cc1ccc(C(=O)NCC(=O)OCc2nnc(-c3ccccc3)o2)cc1	-3.1	-1	-0.3	-8	-0.1	-14	26	1.9	-1
O=C(CNC(=O)c1ccc(Br)o1)Nc1cccc(-c2cnc3ccccc3n2)c1	-0.8	-3	-0.9	8	-0.5	2	-2	-1.0	-1

Ordered by number of heavy atoms (lowest first): part of the list above.
SMILES	VIM-2 inh	NS3 helicase inh	IMP-1 inhibitor	GPR7 antag	OXTR ag	FID counter	PHOSPHO1 inh	V1R ag counter	GalR3 antagonist
CC1=NNC(=O)C1CC(=O)N/N=C/c1sccc1C (stereo unspecified)	-1.6	-11	-1.0	14	1.0	-2	4	6.7	-6
Cc1ccc2cccc(SCC(=O)NCc3ccco3)c2n1	-0.1	6	-1.6	-9	0.4	-4	39	-0.1	-5
O=C(Nc1sc2c(c1CN1CCOCC1)CCC2)c1ccc(F)cc1	-0.6	15	-4.8	-8	-1.9	-7	17	-1.3	-1
Cc1ccc(C(=O)NCC(=O)OCc2nnc(-c3ccccc3)o2)cc1	-3.1	-1	-0.3	-8	-0.1	-14	26	1.9	-1
O=C(Nc1nc2ccccc2[nH]1)c1ccc(Cl)c(S(=O)(=O)N2CCCC2)c1	-2.5	-8	0.4	-16	4.0	-17	-6	4.7	·
C=CCN1C(=O)c2ccc(C(=O)NCC(c3ccccc3)N(C)C)cc2C1=O (stereo unspecified)	1.0	2	0.9	-2	-1.1	8	-9	-0.6	5
O=C(CNC(=O)c1ccc(Br)o1)Nc1cccc(-c2cnc3ccccc3n2)c1	-0.8	-3	-0.9	8	-0.5	2	-2	-1.0	-1
O=C(N/N=C/c1cn(-c2ccccc2)nc1-c1cc2ccccc2o1)c1cccnc1	-1.1	0	-3.7	-1	-0.4	0	-1	-1.4	-6
O=C(CN1C(=O)/C(=C\c2ccccc2Br)Oc2ccccc21)NCCCN1CCOCC1	0.3	-22	-2.5	-5	3.6	17	38	4.4	1

(listing goes on)
SMILES	VIM-2 inh	NS3 helicase inh	IMP-1 inhibitor	GPR7 antag	OXTR ag	FID counter	PHOSPHO1 inh	V1R ag counter	GalR3 antagonist
Cc1ccc(C(C)C)c(OCC(=O)NNC(=O)C(C(C)C)N2C(=O)c3ccccc3C2=O)c1 (stereo unspecified)	-5.7	-7	-1.2	-13	-1.4	-25	-7	0.5	-6
CCCNCc1cc(OC)c(OCC(=O)NCCc2ccccc2)cc1Br	-3.0	-12	-2.1	-6	-1.0	6	-5	0.6	-3
CCn1c(SCC(=O)NCCc2ccc(F)cc2)nnc1-c1cccs1	-1.4	21	-3.6	-7	-1.8	-24	-25	-1.2	-1
O=C(NCc1ccco1)c1cnn2c(C(F)(F)F)cc(-c3ccco3)nc12	4.0	3	-3.3	-6	-2.0	-7	20	0.8	-2
CC1CCN(C(=O)C2CCN(S(=O)(=O)c3ccc(-n4cnnn4)cc3)CC2)CC1	-0.3	0	-1.2	-13	0.3	-28	40	0.5	-7
COCCNc1nc(Cl)c(C#N)s1	-1.6	-9	-1.1	-13	1.2	2	5	0.4	-4
COc1cc(OC)c(NC(=O)CCNC(=O)Cn2cnc3ccccc3c2=O)cc1Cl	-1.3	-1	-3.6	-15	-0.9	-3	5	-0.7	-1
CC(=O)c1c(C)c(C)c2n1CCn1c(C)ccc1-2	-0.7	13	-1.9	7	-0.5	-5	40	1.4	-2
Nc1ccc2nc(-c3cccnc3)[nH]c2c1	-6.2	2	-4.7	2	0.2	-3	-4	-0.1	-10
COc1ccc(N(C)S(=O)(=O)c2cccc(C(=O)Nc3nc4ccccc4[nH]3)c2)cc1	-3.0	-5	-3.6	14	1.0	-24	-10	0.3	-6
CCOC(=O)CSc1nc2cc3c(cc2cc1C#N)OCCO3	-1.3	-1	-3.2	-3	-0.3	-3	-3	0.2	-2
CC(Oc1ccc2ccc(=O)oc2c1)C(=O)NCCCn1ccnc1 (stereo unspecified)	0.4	3	-1.3	-9	-0.8	1	43	-0.4	-8
CN(C(=O)Nc1ccc(Cl)cc1)n1cnc2ccccc2c1=O	-0.7	1	-2.1	-18	2.3	3	12	1.0	-5
O=C(Cc1cccc2ccccc12)Nc1ccc(Br)cc1C(=O)O	0.0	25	1.9	-17	-0.7	-9	8	-0.5	-2
O=S(=O)(c1ccc2c(c1)oc1ccccc12)N1CCOCC1	0.4	-4	-0.2	-1	-1.3	-10	-8	1.4	1
CC(C)c1cccc(C(C)C)c1NC(=O)CNCC(O)c1ccccc1 (stereo unspecified)	-3.1	-24	-2.2	7	0.9	8	44	0.2	-13
O=C(OC(C(=O)NCc1ccccc1)c1ccccc1F)c1ccco1 (stereo unspecified)	-1.2	10	-2.4	0	-1.4	-14	23	0.2	-8
Cc1ccc(OC(=O)c2ccccc2P(=O)(O)O)cc1	2.8	6	-1.8	-4	0.8	0	9	-0.3	-4
Cc1ccc(S(=O)(=O)N(CC(=O)Nc2ccccc2C(=O)O)c2ccc(Cl)cc2)cc1	0.6	4	1.0	-5	-2.4	-19	34	-0.6	-5
C=CCn1c(SCC(=O)Nc2cc(C)nn2-c2ccccc2)nnc1C1CCCCC1	-3.8	-2	-3.0	10	-0.9	-32	-65	0.6	-4

Compound profiles, as listed above. Order of values: VIM-2 inh, NS3 helicase inh, IMP-1 inhibitor, GPR7 antag, OXTR ag, FID counter, PHOSPHO1 inh, V1R ag counter, GalR3 antagonist
O=C(Cc1cccc2ccccc12)Nc1ccc(Br)cc1C(=O)O reads 0.0, 25, 1.9, -17, -0.7, -9, 8, -0.5, -2
Cc1ccc(OC(=O)c2ccccc2P(=O)(O)O)cc1 reads 2.8, 6, -1.8, -4, 0.8, 0, 9, -0.3, -4

Going on with the list.
SMILES	VIM-2 inh	NS3 helicase inh	IMP-1 inhibitor	GPR7 antag	OXTR ag	FID counter	PHOSPHO1 inh	V1R ag counter	GalR3 antagonist
COc1ccc(Cc2nc(C(=O)Nc3ccc(Cl)cc3)cs2)cc1	-2.7	-3	-3.0	-4	4.0	-5	6	2.9	·
CCC(=O)NC(=S)Nc1cccc(NC(=O)c2ccccc2C)c1	-0.5	14	-0.4	-3	-0.9	-4	4	-0.3	-8
Cc1ccc(N=Nc2ccc(O)c3ncccc23)cc1C	-3.1	5	-1.5	-1	1.2	-9	-28	0.8	-3
CC1CCCCC1NC(=O)COC(=O)c1ccc(S(=O)(=O)N2CCOCC2)cc1 (stereo unspecified)	-3.6	-8	-1.5	-1	1.5	-6	8	2.5	-1
COc1cc(C(CCN2CCCC2)c2c(OC)cc(OC)c3c(C)cc(=O)oc23)cc(OC)c1OC (stereo unspecified)	·	·	·	·	0.1	·	26	0.1	-5
COc1ccc(N2CCN(Cc3nc(N)nc(N4CCCc5ccccc54)n3)CC2)cc1	-6.0	3	-4.1	-8	-1.3	-3	16	1.0	0
CCn1c(C)nc([N+](=O)[O-])c1C(=O)O	-0.5	-3	-1.1	-10	-0.1	2	10	0.0	-6
O=C(NC1CCCCC1)c1ccc(CNc2c(N3CCOCC3)c(=O)c2=O)cc1	-2.9	17	-0.2	-8	0.1	-18	-21	1.8	4
CC1CCCCC12NC(=O)N(CC(=O)Nc1ccc(N3CCOCC3)cc1)C2=O (stereo unspecified)	-1.1	2	-0.4	-2	0.6	5	-26	0.1	0
CC(C)(C)c1ccc(Cn2cnc(-c3ccc([N+](=O)[O-])cc3)c2)cc1	0.9	-8	-2.3	-3	-0.6	-9	10	-0.4	-6
Cc1ccc(NC(=O)CC(N)=S)cc1	-0.1	-3	2.5	-6	-0.2	-11	13	-0.9	0
CSCC(=O)N1CCCC(CO)(Cc2ccccc2C)C1 (stereo unspecified)	-3.0	6	-3.6	4	0.7	-13	-5	1.1	1
COc1ccc(N2CCN(C(=O)CSc3nnc4ncccn34)CC2)cc1	-0.5	2	-0.9	-6	0.6	-4	3	0.3	-8
Cn1c(=O)[nH]c(=O)c2c1nc(SCC(=O)O)n2Cc1ccccc1	-3.4	-5	-3.9	-15	-0.3	1	-7	-0.4	-7
Cc1ccc(S(=O)(=O)N(C)c2ccc(OCC(=O)Nc3cccc(-n4cnnn4)c3C)cc2)cc1	0.1	12	0.7	22*	1.2	-32	42	2.9	-1
O=C(Nc1cc(Cl)ccc1Oc1ccccc1)c1ccc(F)cc1	0.4	-6	0.4	-20	-0.5	-1	-6	0.6	-3
CC(/C=C/c1ccccc1)=N/O	-2.6	6	-4.3	-6	-1.4	0	-9	0.2	-5
CCC(C)N(C)C(=O)c1cc2ccccc2c(-c2ccccc2Cl)n1 (stereo unspecified)	-1.7	1	-0.7	0	-2.6	-35	-8	0.4	·
COc1cc(OC)cc(C(=O)N[C@H](C(=O)NCc2cccs2)C(C)C)c1	0.3	-15	-0.5	0	-1.1	-18	33	-0.6	-3
COc1ccccc1CNC(=O)CCNS(=O)(=O)c1cc(Br)cnc1N	-0.8	-3	-2.2	5	-0.5	-11	-4	1.6	-6
COc1ccc(CCNC(=O)c2cnc3n(c2=O)CCS3)cc1OC	-2.9	-3	-1.6	-2	-0.1	-3	6	0.8	-5
